Bioassay records: PubChem BioAssay, several laboratories
PKA-R2B activ – activators of PKA-R2B holoenzyme, primary screen, biochemical, fluorescence polarization, Cy5-IP20, human | cAMP-dependent protein kinase catalytic subunit beta (Homo sapiens) + cAMP-dependent … | PKA-R2B holoenzyme dissociation; R2B truncated from residue 108, S112A mutant; 0% DMSO only, 100% 113 µM cGMP | activation, % at 11.4 µM | actives 0.079% (n = 340,000) | AID 504700, 2011;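 active means activation above a cutoff set at the mean over all compounds plus 3 SD, cut at about 18% in these data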;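 further: higher means more holoenzyme dissociation and a rise in polarization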
SUMO Mot1 rescue – yeast Mot1-301 growth rescue at high temperature, primary screen, SUMOylation pathway inhibitor project, S. cerevisiae, ATP luminescence, 38.5C | growth rescue, % at 18.8 µM | AID 2716, 2010 | S. cerevisiae Mot1-301 growth rescue; percent above DMSO median, 100 means doubled | actives 1% (n = 320,000);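 active means every valid replicate shows activation above 250% relative to neutral control wells; inactive means the rest, any valid replicate at or below 250%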;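 further: OY570 slx delta 5 strain wells were the positive control but not used for scaling; some compounds called inactive have numbers as strong as hits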
phage Ecoli inh – growth loss of phage-infected E. coli, primary screen, RecBCD inhibitor project, absorbance, with phage, HTS | actives 0.26% (n = 360,000) | AID 651602, 2012 | inhibition, % at 11.9 µM; in the data active means inhibition above about 11%
Tat export inh – E. coli Tat export inhibitors, primary screen, MC4100, TorA-mCherry reporter, fluorescence, single point; actives 0.036% (n = 340,000); AID 488895, 2010; inhibition, % at 10 µM;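 active means mean replicate inhibition at least 50% and at least half of replicates individually reaching 50%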;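 further: exported cargo escapes ClpAP degradation while cytoplasmic cargo is degraded and loses fluorescence; 0% = median of neutral control wells and 100% = median of NaSCN control wells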
Ecoli viability – E. coli V3065 growth inhibition, primary screen, counter-screen for AddAB inhibitor project, absorbance, OD600. 18 h. inhibition, % at 11.9 µM. actives 0.27% (n = 330,000). AID 449728, 2010;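 active means inhibition above the campaign's mean inhibition across all tested compounds plus 3 SD, cut at about 9.9% in these data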;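 further: uninfected addAB+ strain grown without phage in ampicillin broth; 0% = DMSO wells and 100% = ciprofloxacin 0.95 µg/ml wells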
HTR5A inv ctr – HTR5A inverse agonists in luminescence cell assay, primary screen, counter-screen for OPRM1-OPRD1 heterodimer inverse agonist project, full-deck HTS; inhibition, % at 9.3 µM; HTR5A cell line, inverse agonism; actives 0.083% (n = 340,000); 5-hydroxytryptamine receptor 5A (Homo sapiens), P47898; in the data active means inhibition mostly above about 23%, no sharp cut-off; inactive means mostly below about 18%;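 further: 0% = cells with DMSO and 100% = no-cell wells with DMSO; some compounds called inactive have numbers as strong as hits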
Target sequence (P47898 whole entry, looked up): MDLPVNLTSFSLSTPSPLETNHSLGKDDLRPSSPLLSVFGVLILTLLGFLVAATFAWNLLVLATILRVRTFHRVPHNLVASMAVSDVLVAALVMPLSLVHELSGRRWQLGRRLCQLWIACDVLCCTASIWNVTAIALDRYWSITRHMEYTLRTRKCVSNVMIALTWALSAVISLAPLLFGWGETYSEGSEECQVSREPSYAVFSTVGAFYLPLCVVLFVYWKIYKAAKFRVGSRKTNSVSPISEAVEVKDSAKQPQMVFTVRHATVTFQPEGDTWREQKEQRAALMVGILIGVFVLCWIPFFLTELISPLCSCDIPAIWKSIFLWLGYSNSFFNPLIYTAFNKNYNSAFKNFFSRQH
HTR5A ag ctr – HTR5A agonists in luminescence cell assay, primary screen, counter-screen for OPRM1-OPRD1 heterodimer agonist project, full-deck HTS; cell-based; activation, % at 9.3 µM; actives 0.61% (n = 340,000); in the data active means activation mostly above about 9.5%, no sharp cut-off; inactive means mostly below about 7.6%;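 further: 0% = cells with vehicle only and 100% = reference agonist; strong numbers were not always called active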
DAGLB inh – DAGLB lipase inhibitors, primary screen, biochemical, fluorescence, HTS; Diacylglycerol lipase-beta (Homo sapiens), Q8NCG7; HEK293T DAGLB membrane lysate, EnzChek fluorogenic substrate; inhibition, % at 5.17 µM; actives 0.059% (n = 340,000); in the data active means inhibition above about 34%;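 further: 0% = enzyme with vehicle and 100% = wells lacking enzyme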
AddAB inh – growth inhibition of E. coli expressing H. pylori AddAB, primary screen, AddAB inhibitor project, absorbance | actives 0.29% (n = 330,000) | inhibition, % at 11.9 µM; in the data active means inhibition above about 12%;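 further: 0% = vehicle wells of infected cells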
CDK5 inh – inhibitors of human CDK5/p35 kinase, primary screen, biochemical, single concentration; Recombinant CDK5/p35, ADP-Glo luminescence, 60 min; AID 488839, 2010; Cyclin-dependent kinase 5 (Homo sapiens) + Cyclin-dependent kinase 5 activator 1 (Homo …; inhibition, % at 10 µM; actives 0.01% (n = 330,000);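 active means highest replicate inhibition of at least 50% and at least 75% of replicates reaching 50%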;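 further: plate controls were DMSO neutral control for no effect and GW8510 at 10 µM for full effect; many of its hits are not listed in these tables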
Target sequence (Q00535 whole entry, looked up): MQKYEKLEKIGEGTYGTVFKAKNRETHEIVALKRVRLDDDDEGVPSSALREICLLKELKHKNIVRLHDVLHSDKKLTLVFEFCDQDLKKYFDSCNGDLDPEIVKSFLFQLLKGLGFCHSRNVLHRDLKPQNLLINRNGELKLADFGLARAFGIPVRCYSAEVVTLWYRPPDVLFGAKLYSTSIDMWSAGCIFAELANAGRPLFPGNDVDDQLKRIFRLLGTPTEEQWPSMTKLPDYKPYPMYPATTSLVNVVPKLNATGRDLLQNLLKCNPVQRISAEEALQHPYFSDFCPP
Target sequence (Q15078 whole entry, looked up): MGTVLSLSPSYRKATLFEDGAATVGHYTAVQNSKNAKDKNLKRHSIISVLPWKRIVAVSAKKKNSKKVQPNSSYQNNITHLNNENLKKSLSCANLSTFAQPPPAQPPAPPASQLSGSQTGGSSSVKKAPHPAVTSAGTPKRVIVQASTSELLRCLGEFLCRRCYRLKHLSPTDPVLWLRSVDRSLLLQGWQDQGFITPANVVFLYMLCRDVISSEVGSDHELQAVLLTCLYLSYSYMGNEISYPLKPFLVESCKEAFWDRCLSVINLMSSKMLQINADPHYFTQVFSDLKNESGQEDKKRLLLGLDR
PKA-R1A activ – activators of PKA-R1A holoenzyme, primary screen, biochemical, fluorescence polarization, Cy5-IP20, bovine R1A, mouse PKAc; cAMP-dependent protein kinase type I-alpha regulatory subunit (Bos taurus) + …; PKA-R1A dissociation; scaled: DMSO 0%, 113 µM cGMP 100%; activation, % at 11.4 µM; actives 0.083% (n = 340,000);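 active means percent activation above the mean of all tested compounds plus 3 SD, cut at about 19% in these data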;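 further: higher means more PKAc released from R1A so a rise in polarization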
* marks the source's active call; other numbers are inactive results; / = not tested or not shown.

SMILES	PKA-R2B activ	SUMO Mot1 rescue	phage Ecoli inh	Tat export inh	Ecoli viability	HTR5A inv ctr	HTR5A ag ctr	DAGLB inh	AddAB inh	CDK5 inh	PKA-R1A activ
O=C(COC(=O)c1cnccn1)Nc1ccccc1-c1ccccc1	6	-8	0.7	-1	-0.7	8	0	0	0.1	0.8	-6
Cc1cc(C)cc(C(=O)NC(CC(N)=O)c2ccc(N3CCC(Cc4ccccc4)CC3)c([N+](=O)[O-])c2)c1 (stereo not drawn)	-2	1	0.2	10	1.5	-18	2	7	1.5	-0.5	11
CC(C)Oc1ccc(CCc2n[nH]c(=S)n2Cc2ccccc2)cc1	-9	-4	1.4	6	-0.7	12	-5	3	0.9	6.9	-2
Cc1cccn2c(CNCCSc3nccn3C)c(C(=O)N3CCCCC3)nc12	-4	-29	-0.5	0	2.1	-27	0	-4	1.1	1.4	-2
N#Cc1ccc(COC(=O)c2cnc(Cl)c(Cl)c2)cc1	2	-9	0.1	0	-1.3	-4	3	-5	3.5	-0.2	1
Cc1nc2nc(Cc3ccccc3)nn2c(C)c1Cl	11	-8	2.8	-1	-1.5	-13	0	0	4.6	1.5	0
N#CCCn1cnc2c(=S)nc[nH]c21	0	7	-0.1	-6	1.4	-23	0	-1	1.4	0.2	-4
Cc1c(NC2(c3nnnn3-c3ccc(Br)cc3)CCCCC2)c(=O)n(-c2ccccc2)n1C	-3	21	-0.8	-18	-4.2	-29	4	-2	1.8	4.9	-14
COc1ccc(C(=O)Nc2ccc3c(c2)nc(CCNC(=O)c2ccco2)n3C)cc1	-18	5	-1.5	-3	-1.5	-46	17	0	1.3	2.0	1
O=C(Nc1ccccc1)N1CCN(c2ncccn2)CC1	-1	119	6.2	-6	1.6	13	-4	-5	4.5	2.5	0
Cc1ccc(N(C)C(=O)CC(C)S(=O)(=O)c2ccc3c(c2)NC(=O)CO3)cc1 (stereo not drawn)	-10	-18	2.6	-5	-1.1	22	-2	3	0.2	-1.7	14
NC(=O)C1=C[C@H](c2ccc(C(F)(F)F)cc2)C[C@H](OCCCCO)O1	6	-7	0.7	3	1.3	-2	-1	0	2.6	-1.3	3
O=C(C1CCCN(c2ncccn2)C1)N1CCc2ccccc21 (stereo not drawn)	2	-8	3.4	-1	-0.8	-4	2	1	1.3	-0.9	-7
O=C(Nc1cccc([N+](=O)[O-])c1)Nc1ccc(Cl)cn1	1	-10	1.7	1	-0.4	-3	1	-1	-0.6	-1.0	1
O=C(NN=Cc1ccccc1C(=O)O)c1ccc(NS(=O)(=O)c2cccs2)cc1	0	9	1.5	-1	1.2	2	2	-1	0.2	-1.8	2
COCCNc1nnc(SCC(=O)NC2CCCCC2)s1	1	-9	0.3	0	-0.7	-15	6	1	-1.1	0.9	-5
O=S1(=O)c2c(F)cccc2OC(COc2ccccc2)CN1CCc1ccc(F)cc1 (stereo not drawn)	3	/	2.6	-4	/	-4	1	-13	/	0.2	-2
COc1ccc(CC(=O)N2CCN=C2SC)cc1	1	-13	1.5	7	-0.8	-21	8	0	4.1	0.3	-12
CCc1[nH]nc(C(=O)N2CCCC(Nc3ccc(C(C)C)cc3)C2)c1C (stereo not drawn)	-4	-18	0.9	13	-0.5	-10	3	-1	-0.6	-0.7	-1
NS(=O)(=O)c1ccc(CNC(=O)C2(c3ccc(Cl)cc3)CC2)cc1	-5	-7	-2.9	-2	-0.8	-11	0	-1	0.5	0.2	-8
CCCN(CCC)CCCNC(=O)c1ccc2c(Cl)c3c(nc2c1)CCC3	-1	17	0.2	3	0.4	-17	4	2	-2.4	1.1	3
Cc1nc(CCNC(=O)C2CCC(=O)N(Cc3ccc(Cl)cc3)C2)sc1C (stereo not drawn)	-12	/	2.4	6	/	13	5	-1	/	/	-5
O=C(Cc1ccc(F)cc1)Nc1nnc(-c2ccc(F)cc2)o1	-5	86	-7.6	-3	-2.9	16	-4	0	-2.4	/	-11
OC(C[n+]1ccccc1)c1ccccc1 (stereo not drawn)	-4	-17	2.0	-1	-1.7	-20	3	-1	1.8	-0.3	7
CC1CCN(CC(C)OC(=O)c2ccc3c(c2)OCCO3)CC1 (stereo not drawn)	0	13	2.0	4	0.5	2	-1	-3	2.2	-0.6	5
Clc1ccc(Cn2ncc3c(N4CCCC4)ncnc32)cc1	-9	1	0.6	-4	-2.4	8	0	0	4.5	0.0	-16
O=C(NCCN1CCOCC1)c1cccc(S(=O)(=O)N2CCCCCC2)c1	2	-11	1.4	-9	-0.1	4	6	-2	-1.1	0.6	3
C/C(=N/NC(=O)CN1CCN(S(=O)(=O)c2ccc(Br)cc2)CC1)c1ccco1	-4	-11	1.2	-1	-0.4	-2	0	2	1.4	-0.2	-7
COc1ccccc1OCC(=O)NNC(=O)c1ccc(F)c(S(=O)(=O)N2CCOCC2)c1	-2	1	3.6	-4	-0.2	-6	1	-2	-1.1	1.1	4
CCCN(C(=O)COC(=O)CSc1ccc([N+](=O)[O-])cc1)C1CCS(=O)(=O)C1 (stereo not drawn)	-1	-12	1.3	4	1.4	-34	2	-6	3.4	1.9	9
O=C1CCCN1CCC1CCCCN1Cc1nc(-c2cnccn2)no1 (stereo not drawn)	1	1	2.9	4	0.6	12	-5	0	3.5	-8.0	12
COC(=O)c1ccccc1NC(=O)C1CCN(C(=O)Cc2ccccc2)CC1	-2	-6	0.2	-4	2.4	12	-5	1	1.0	-1.9	1
CC(=O)Nc1ccc(S(=O)(=O)NC(C)C(=O)OCC(=O)NC2CCCC2)cc1 (stereo not drawn)	-2	/	1.7	9	0.2	29	4	-1	-0.7	-0.4	16
Cc1cccc2cc(CN(CC(C)C)S(=O)(=O)c3ccccc3)c(=O)[nH]c12	8	-6	1.4	4	-2.4	8	3	0	3.8	-1.5	-2
CCOC(=O)N1CCN(C(=O)C(=O)N/N=C/c2ccc(OC)cc2OC)CC1	-12	4	0.4	3	1.0	10	-3	-4	1.2	1.0	5
O=c1c([N+](=O)[O-])cccn1Cc1ccc(F)cc1Cl	7	-7	2.9	14	2.3	-3	1	2	1.2	0.2	-7
Cc1c(C)c(C)c(S(=O)(=O)NCCC(=O)N2CCN(Cc3ccc(C#N)cc3)CC2)c(C)c1C	10	88	0.1	12	-0.7	-6	6	-2	1.2	-1.4	2
Cc1ccsc1C(=O)Nc1ccccc1N1CCOCC1	7	0	-2.6	2	-1.6	17	-5	-7	1.6	-2.0	-2
Cc1nc2ccccc2n1CC(=O)OCC(=O)Nc1ccc2c(c1)OCCO2	-5	-5	2.2	-4	-1.4	-1	-1	0	0.4	-0.6	2
O=S(=O)(NCCCN1CCOCC1)c1ccc(Cl)s1	4	12	3.8	-4	-1.8	12	11	1	1.4	0.6	8
COc1nc(N)c(S(=O)(=O)c2ccccc2C)cc1C#N	-3	-8	4.4	8	0.6	-11	-3	1	0.3	1.2	6
CN(CC(=O)Nc1ccccc1C(F)(F)F)C(=O)COc1cccnc1[N+](=O)[O-]	4	/	1.2	-7	1.4	8	-3	-1	2.1	0.7	0
Cc1ccc(S(=O)(=O)NCCCn2ccnc2)cc1C(=O)NC(C)C	-3	12	0.2	-1	-0.3	4	-1	-2	-0.8	0.5	-10
CC(C)(C)c1ccccc1NC(=O)CN1C(=O)NC(Cc2ccccc2)C1=O (stereo not drawn)	-5	22	-4.7	-10	1.2	-12	4	1	-1.4	0.0	-2
Cc1ccc(NC(=O)CCC(=O)NNC(=O)COc2ccc([N+](=O)[O-])cc2)c(C)c1	-6	-3	2.2	-4	/	4	-1	4	/	-1.5	-8
CC(C)(C)C(=O)CNS(=O)(=O)c1ccc(S(=O)(=O)NC2CCCC2)cc1	-4	5	0.0	6	0.9	9	-4	3	0.1	1.5	-4
Nc1nc(Br)c2ccccc2c1-c1ccc(F)cc1	-12	-1	3.5	6	2.5	-47	-3	-3	2.5	0.1	-15
O=C(CCC1CCCC1)Nc1cccc(Cc2ccncc2)c1	/	32	5.9	10	0.9	/	/	/	1.6	-0.4	/
CCOC(=O)c1ccc(NC(=O)Nc2c(C)n(C)n(-c3ccccc3)c2=O)cc1	1	418	-2.2	-1	0.6	3	5	-3	-2.2	-3.5	-5
COc1cccc(C2CC(c3ccccc3)n3ncnc3N2)c1 (stereo not drawn)	3	6	3.3	2	2.1	0	0	2	3.5	0.3	0
CCOCCCNC(=O)C1CCCN1C(=O)NC1CCCCC1 (stereo not drawn)	2	-2	4.2	-1	0.7	-2	5	-1	-0.1	0.5	1
COc1ccc(-c2cn3c(C)c(C(=O)NC(C)(C)C)sc3n2)cc1	10	9	4.2	-1	-2.2	-18	4	-1	-3.4	0.0	-14
O=C(Cn1cc(C(=O)c2cccs2)c2ccccc21)NCc1cccs1	6	-3	3.2	-3	0.2	-6	-1	-7	-0.4	-1.5	2
CCN(CC(=O)Nc1c(F)cccc1F)C(=O)C1COc2ccccc2O1 (stereo not drawn)	0	/	6.1	1	-2.3	-2	1	-2	-1.4	1.4	-3
COC(=O)c1cc2c(ccn2-c2ccc(F)cc2)n1Cc1ccc(C#N)cc1	-2	-4	0.6	-2	-0.9	-1	2	-7	2.6	0.7	-10
Cc1cc(C)c2nc(NNC(=O)c3cc(-c4cccs4)nc4ccccc34)sc2c1	-10	298	3.0	-9	4.3	-12	4	3	3.9	-1.5	-3
COc1cc(C2NC(=O)NC(C)=C2[N+](=O)[O-])cc(OC)c1OC (stereo not drawn)	-3	-3	-0.1	0	-0.6	-8	3	-1	-1.4	0.0	-10
CN(Cc1cnn(C)c1)Cc1nc(-c2ccc(Cl)cc2)no1	4	176	1.6	-3	2.1	4	-2	-8	0.7	0.8	-1
Cc1ccccc1C(=O)NC(=S)Nc1cccc(NC(=O)C(C)C)c1	4	-7	7.2	-11	0.4	0	0	-4	3.5	0.8	-6
CC(C)(C)NC(=O)COc1ccc(S(=O)(=O)N2CCCC2)cc1	1	-10	-0.9	0	0.3	12	-3	-2	8.0	-0.2	5
CCOc1ccc(NS(=O)(=O)c2ccc(-c3ccc(=O)[nH]n3)o2)cc1	-9	16	2.0	-1	-1.0	-10	-5	2	3.2	/	-17
Cc1ccc(C(C)C)cc1OCC(=O)Nc1ccccc1N1CCCC1	-6	159	3.4	-9	3.0	-24	6	-17	1.5	-3.8	2
